Bioassay records as filed in PubChem.
VCAM1 TNFa inh = inhibitors of TNFa-induced VCAM1 expression, primary screen, imaging, HUVEC, TNFa stimulus, immunofluorescence. HUVEC TNFa-induced VCAM-1 immunofluorescence, high-content imaging. inhibition, % at 2 µM. 0.48% of 95,000 active;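 active = inhibition above the batch mean plus 3 SD, with images confirmed as a hit by eye, cut at about 37% in these data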;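 also: 0% = TNF-stimulated DMSO wells and 100% = unstimulated control wells; not every result past the cut was called active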
PTK2B oligo ant = antagonists of Pyk2 self-association, primary screen, Q293 cells, FERM NanoBiT luminescence, HTS; Protein-tyrosine kinase 2-beta (Homo sapiens), Q14289; active compounds read low; z-score (the deposit names both 25 µM and 10 µM); 0.83% of 99,000 active;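 active = Z-score of -3 or lower, scaled per plate to the spread of control and sample wells; inactive = z-score above -3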;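 also: negative z-score means lost luminescence so less FERM oligomerization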
Target sequence (Q14289 whole entry, looked up): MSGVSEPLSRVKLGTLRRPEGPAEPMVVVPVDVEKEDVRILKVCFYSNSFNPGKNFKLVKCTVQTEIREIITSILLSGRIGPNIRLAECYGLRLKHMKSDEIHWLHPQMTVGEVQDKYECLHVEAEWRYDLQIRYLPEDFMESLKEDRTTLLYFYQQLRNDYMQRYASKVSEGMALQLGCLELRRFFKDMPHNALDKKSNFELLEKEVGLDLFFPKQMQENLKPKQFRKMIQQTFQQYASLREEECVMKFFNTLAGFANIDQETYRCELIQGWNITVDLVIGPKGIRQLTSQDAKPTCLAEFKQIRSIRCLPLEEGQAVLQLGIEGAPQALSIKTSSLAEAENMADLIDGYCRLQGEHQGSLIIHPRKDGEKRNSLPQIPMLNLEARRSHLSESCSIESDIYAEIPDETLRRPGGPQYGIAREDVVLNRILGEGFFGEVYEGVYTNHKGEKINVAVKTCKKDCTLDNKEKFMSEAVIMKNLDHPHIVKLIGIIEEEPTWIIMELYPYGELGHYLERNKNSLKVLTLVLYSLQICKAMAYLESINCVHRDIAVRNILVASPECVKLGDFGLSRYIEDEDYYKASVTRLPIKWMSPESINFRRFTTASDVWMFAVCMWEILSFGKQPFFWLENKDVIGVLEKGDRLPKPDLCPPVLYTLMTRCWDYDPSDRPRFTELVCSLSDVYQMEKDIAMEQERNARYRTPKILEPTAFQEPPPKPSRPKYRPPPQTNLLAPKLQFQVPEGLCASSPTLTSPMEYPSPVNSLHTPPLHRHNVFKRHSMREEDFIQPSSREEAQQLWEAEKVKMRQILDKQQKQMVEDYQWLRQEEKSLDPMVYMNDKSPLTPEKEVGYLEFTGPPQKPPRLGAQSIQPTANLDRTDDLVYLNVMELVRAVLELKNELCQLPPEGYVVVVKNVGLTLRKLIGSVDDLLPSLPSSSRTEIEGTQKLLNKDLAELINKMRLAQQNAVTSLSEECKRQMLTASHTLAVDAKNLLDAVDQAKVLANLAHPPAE
HUVEC tox TNFa = cytotoxicity in TNFa-stimulated HUVEC, primary screen, cytotoxicity control for VCAM1 expression modulator project, imaging, Hoechst nuclei count. 0.17% of 93,000 active. cell count reduction, % at 2 µM. HUVEC TNFalpha-stimulated, Hoechst cell count;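 active = cell count reduction exceeding the screen mean by over 5 SD, scaled to untreated wells per plate, cut at about 78% in these data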;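 also: cells counted after 24 h of TNF alpha exposure following the 1 h pretreatment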
HUVEC tox IL1B = cytotoxicity in IL-1B stimulated HUVEC, primary screen, cytotoxicity control for IL-1B NFkB translocation project, imaging, Hoechst nuclear count, IL-1B stimulus; HUVEC cell count loss; cell count reduction, % at 2 µM; 0.41% of 94,000 active; AID 845, 2007;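 active = cell count reduction more than 3 SD above the screen-wide mean, cut at about 70% in these data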;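 also: normalized per plate to untreated control cells as the no-loss baseline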
H69AR inhibit = proliferation blockers of H69AR lung cancer cells, primary screen, cell-based, human, 86K library; H69AR lung tumor viability, ATP luminescence, 72 h; active compounds read low; viability, % at 10 µM; 6% of 85,000 active; AID 598, 2007;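 active = viability at or below 40%; inactive = viability above 40%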;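 also: multidrug resistant small cell line overexpressing MRP-1 efflux transporter; 100% = mean luminescence of untreated control wells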
HUVEC prolif 384 = inhibitors of HUVEC proliferation, primary screen, cell-based, 384-well. CellTiter-Glo luminescence, 72 h; active compounds read low. viability, % at 10 µM (by protocol). 1.1% of 86,000 active. AID 648, 2007;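 active = viability at or below 30%; inactive = viability above 30%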;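 also: 100% = median luminescence of DMSO-only cell control wells on each plate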
Smad3 FoxH1 inh = Smad3/FoxH1 peptide binding inhibitors, primary screen, biochemical, TR-FRET. Mothers against decapentaplegic homolog 3 (Homo sapiens), P84022. TR-FRET Smad3/Dy647-FoxH1 peptide binding, europium anti-His. inhibition, % at 25 µM. 0.29% of 88,000 active. AID 630, 2007;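 active = compounds that reduce the energy-transfer binding signal between the protein and its labelled peptide by more than half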;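 also: 0% = Smad3 plus labelled peptide maximal FRET and 100% = peptide-only background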
cytoskel mod = modifiers of F-actin cytoskeleton organization, primary screen, imaging, HUVEC, phalloidin staining, high-content imaging; AID 836, 2007; HUVEC TNFa F-actin phalloidin imaging; inhibition, % at 2 µM; 0.18% of 91,000 active;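 active = inhibition above the batch mean plus 3 SD and confirmed as a hit by visual image inspection, cut at about 30% in these data, passing the limit was not always enough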; also: strong numbers were not always called active
Fibroblast inh = antiproliferative effect on LL 47 fibroblasts – human, LL 47 cells, CellTiter-Glo luminescence, primary screen; LL 47 human lung fibroblast viability, ATP luminescence; active compounds read low; viability, % at 10 µM; 1.1% of 85,000 active; AID 719, 2007;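 active = viability at or below 50% in the single dose screen; inactive = viability above 50%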;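 also: compound exposure lasted 72 h before the ATP readout; 100% = median luminescence of untreated cell-only wells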
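Benchmarks: Cell-only wells, no compound | Test system: LL 47 human lung fibroblasts, passage 12 or lower | Input: 1,150 cells/well | Measured by: CellTiter-Glo luminescence measuring cellular ATP | Medium: IMEM, 15% FBS supplement | Schedule: Overnight attachment after seeding, then 72 h compound exposure at 37 °C | Doses: Compound addition at 0.1% DMSO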
An asterisk follows results filed as active; x = no result given. An excerpt; count on the stated rates, not on these rows.

#	structure	VCAM1 TNFa inh	PTK2B oligo ant	HUVEC tox TNFa	HUVEC tox IL1B	H69AR inhibit	HUVEC prolif 384	Smad3 FoxH1 inh	cytoskel mod	Fibroblast inh
1	O=S(=O)(Nc1cccc2nsnc12)c1ccccc1	11.5	1.76	-18.1	16.7	96.7	83.5	-14.9	23.4	101.2
2	COc1ccc(S(=O)(=O)N2CCN(Cc3ccc4c(c3)OCO4)CC2)c2ccccc12	-1.3	x	-4.7	-1.5	87.3	100.6	4.9	-10.8	101.2
3	COc1ccc(OC)c(C2=NOC(C(=O)Nc3cccnc3)C2)c1 (stereo not drawn)	-13.3	0.61	5.3	-17.3	93.1	107.6	-7.6	-10.1	104.9
4	CCOC(=O)c1ccccc1NC1c2ccccc2C(=O)N1C1CCN(C(=O)OCC)CC1 (stereo not drawn)	13.7	x	-20.2	-6.5	84.2	98.1	3.3	-3.2	94.8
5	Cc1cccc(OCC(=O)NNc2c3ccccc3nc3ccccc23)c1	-24.8	0.29	26.5	21.0	x	x	x	-10.5	x
6	Cc1ccc(S(=O)(=O)N/N=C/c2ccc(OC3CSC3)cc2)cc1	-15.0	-1.15	-26.6	-86.5	x	x	x	-1.0	x
7	CCOC(=O)C1=C(O)C(=O)N(c2ccc(S(N)(=O)=O)cc2)C1c1ccc(OC)cc1OC (stereo not drawn)	7.6	0.58	-18.0	-13.9	99.4	101.6	-3.5	-44.9	98.9
8	COC(=O)c1c(C#N)c(N)nc2c1CCC2	x	0.88	x	18.7	91.8	82.7	4.8	x	89.0

(more compounds)
#	structure	VCAM1 TNFa inh	PTK2B oligo ant	HUVEC tox TNFa	HUVEC tox IL1B	H69AR inhibit	HUVEC prolif 384	Smad3 FoxH1 inh	cytoskel mod	Fibroblast inh
9	O=C(O)CCc1ccc(-c2cccs2)n1NC(=O)c1ccco1	35.5	0.31	x	-80.2	105.5	100.3	9.1	-11.3	103.3
10	N#CC12CCCCC1CC1CCCCC1(C#N)N2Cc1ccccn1 (stereo not drawn)	8.3	0.11	-21.4	-37.0	97.8	96.5	14.8	-17.8	99.0
11	CN(C)c1ccc(C=Nc2ccccc2)cc1	9.5	-0.77	-9.4	-12.8	105.3	82.7	17.2	8.6	103.3
12	CCN(CC)S(=O)(=O)c1ccc(F)c(C(=O)NCCCN2CCOCC2)c1	x	0.79	x	x	90.2	90.3	-12.0	x	104.1
13	CC(=O)Nc1ccc(S(=O)(=O)NCc2ccc(C(=O)NCCN3CCCCCC3)cc2)cc1	x	0.77	x	-12.3	95.2	103.9	8.2	x	99.6
14	O=C(CSCc1ccccc1)Nc1ccc(Cl)cn1	-13.5	0.42	6.3	10.0	91.5	85.2	13.3	-13.2	97.6
15	CC(C)(C)n1nnnc1C(c1ccccc1F)N(Cc1ccco1)CC1CCCO1 (stereo not drawn)	x	-0.16	x	32.0	76.4	86.9	-2.0	-0.5	90.3
16	Brc1ccccc1OCCCn1cnc2ccccc21	12.6	-3.92*	-5.4	27.0	72.1	16.4*	2.3	2.7	93.8

More records
#	structure	VCAM1 TNFa inh	PTK2B oligo ant	HUVEC tox TNFa	HUVEC tox IL1B	H69AR inhibit	HUVEC prolif 384	Smad3 FoxH1 inh	cytoskel mod	Fibroblast inh
17	O=C(c1ccccc1)c1coc2ccc(O)c(Cl)c12	3.2	-1.25	-14.9	1.5	61.7	88.7	-8.1	-61.0	93.6
18	CC12CCC(C(=O)N3CCN(c4ncccn4)CC3)(c3nc4ccccc4nc31)C2(C)C (stereo not drawn)	-0.7	-0.22	-8.3	82.1*	76.4	114.2	-3.6	-5.7	101.2
19	COc1cc(CCNC(=O)c2cnn3ccccc23)cc(OC)c1OC	3.6	x	-36.0	10.5	x	x	x	3.1	x
20	O=S1(=O)CCN2C(=N1)SC1=C2CCN(Cc2ccccc2)C1	-2.2	-0.09	-9.0	-10.2	96.8	99.8	-11.7	6.7	109.4
21	C=CCc1cccc2cc(NC(C)=O)c(=O)oc12	x	-0.52	x	1.6	93.5	100.2	-19.1	x	112.0
22	CCCC/C(C)=N/NC(=O)Nc1ccccc1	2.7	0.34	-8.9	2.7	x	x	x	-4.5	x
23	COc1ccc(C(=O)N2CCc3cc(OC)c(OC)cc3C2c2cccc([N+](=O)[O-])c2)cc1 (stereo not drawn)	4.6	x	-4.4	5.9	x	x	x	-0.9	x
24	CC(C)c1nc2cc3ccccc3cc2[nH]1	0.1	1.58	-8.6	21.2	83.3	102.6	7.9	-21.2	100.0

(more compounds)
#	structure	VCAM1 TNFa inh	PTK2B oligo ant	HUVEC tox TNFa	HUVEC tox IL1B	H69AR inhibit	HUVEC prolif 384	Smad3 FoxH1 inh	cytoskel mod	Fibroblast inh
25	CCOc1ccc(C2c3cc(OC)c(OC)cc3CC(=O)N2c2ccc(OC)cc2)cc1 (stereo not drawn)	-3.9	0.37	17.0	-21.3	x	x	x	-53.8	x
26	COc1ccc(NC(=O)C2CCCN(S(=O)(=O)c3cccc4cccnc34)C2)cc1OC (stereo not drawn)	-2.0	x	0.8	10.9	79.6	87.5	3.1	-5.2	99.1
27	N#CCCN(C1CCCCC1)S(=O)(=O)CCOc1ccccc1	x	0.45	x	x	87.9	100.0	3.8	x	96.7
28	COc1ccc(N(C(=O)COc2ccccc2)C2C=CS(=O)(=O)C2)c(OC)c1 (stereo not drawn)	-5.6	0.42	48.0	-10.6	80.3	94.9	-1.5	-47.6	95.6
29	O=C(O)[C@H]1CCCC[C@H]1C(=O)NCCc1ccccc1	4.7	-0.89	-6.2	-2.7	92.8	91.2	11.0	5.9	95.0
30	CCOc1cc(CNCCc2ccc(S(N)(=O)=O)cc2)ccc1OCc1ccc(Cl)cc1	16.6	0.35	18.3	0.0	x	x	x	-49.2	x
31	O=C1CN(S(=O)(=O)c2ccc(Cl)cc2)CC(=O)N1CCc1ccccc1	6.1	0.57	-10.5	8.9	97.7	99.2	-1.3	x	111.8
32	C[C@H](NC(=O)C1(c2ccccc2)CCN(C(=O)[C@H]2CSCN2C(=O)OC(C)(C)C)CC1)C(=O)O	5.8	0.27	-24.0	-27.5	105.6	102.5	5.0	-8.2	105.8

Later entries.
#	structure	VCAM1 TNFa inh	PTK2B oligo ant	HUVEC tox TNFa	HUVEC tox IL1B	H69AR inhibit	HUVEC prolif 384	Smad3 FoxH1 inh	cytoskel mod	Fibroblast inh
33	O=C(NC(=O)c1ccncc1)NC(c1ccccc1)c1ccccc1	-5.9	-1.18	-4.9	18.5	94.1	87.7	9.8	-0.1	94.4
34	Nc1ccc(N(c2ccccc2)c2ccc(N)cc2)cc1	1.1	-2.34	13.6	-4.7	73.1	70.6	9.5	-48.3	75.0
35	O=S(=O)(CC(CN1CCCC1)N1CCCC1)c1ccc2ccccc2c1 (stereo not drawn)	29.4	2.66	10.5	-1.7	1.9*	18.4*	-0.2	-13.9	3.5*
36	CCOC(=O)c1c(NC(C)=O)sc2c1CCCNC2=O	7.9	0.04	-4.9	-21.0	63.8	92.2	-3.7	-4.5	91.3
37	CCOC(=O)Cc1csc(NC(=O)CCCCCN2C(=O)c3cccc4cccc(c34)C2=O)n1	-1.7	1.24	-4.1	5.8	41.5	51.6	-5.9	-0.9	54.7
38	COC(=O)CSc1nc2ccccc2n1CC(=O)N(C(C)C)C(C)C	x	1.11	x	x	105.5	99.0	-9.1	x	106.2
39	C=CCN(C(=O)CNC(=O)c1ccco1)C(C(=O)NC1CCCCC1)c1ccc(OC)cc1OC (stereo not drawn)	11.0	-0.02	-13.3	2.4	68.5	94.4	0.2	18.8	93.9
40	CCC(Sc1nc2ccccc2c2nc3ccccc3n12)C(=O)NCc1ccco1 (stereo not drawn)	6.3	x	-19.9	-1.7	96.5	89.4	-2.1	-9.9	98.9

Other entries.
#	structure	VCAM1 TNFa inh	PTK2B oligo ant	HUVEC tox TNFa	HUVEC tox IL1B	H69AR inhibit	HUVEC prolif 384	Smad3 FoxH1 inh	cytoskel mod	Fibroblast inh
41	N#CC(C(=O)Nc1ccccc1)=C1Nc2ccccc2N1	-21.8	-0.93	-8.9	-6.4	60.7	97.2	10.2	-14.3	106.4
42	CCOC(=O)N1CCN(c2nc(-c3cccs3)cc(C(F)(F)F)n2)CC1	4.3	0.25	2.2	-10.1	100.7	95.8	1.7	2.7	102.8
43	CC1(C(=O)Nc2nccs2)Cc2ccccc2C(=O)O1 (stereo not drawn)	-9.6	-0.3	-11.7	3.8	94.4	96.1	-1.1	4.3	101.7
44	CCOC(=O)C1=C(C)OC(N)=C(C#N)C1c1c(C)nn(-c2ccc(C)cc2)c1Cl (stereo not drawn)	-0.5	x	-10.6	5.7	88.7	85.9	5.6	0.2	96.3
45	C=CCn1c(=N)c(C(=O)NCCCOC)cc2c(=O)n3ccccc3nc21	12.2	0.67	-20.0	-16.5	x	x	x	13.3	x
46	Cn1cc(C(=O)NC2CCCCCCC2)c(=O)c2cc(S(=O)(=O)N3CCCC3)ccc21	x	-1.1	x	x	32.3*	51.6	8.9	x	49.4*
47	COc1ccc(N2C(=O)C(Cl)=C(N3CCN(Cc4ccccc4)CC3)C2=O)cc1	x	-0.24	x	24.5	85.2	86.5	-6.0	x	89.9
48	CCOC(=O)/C=C1\SCC(=O)N1CCOc1cccc(Br)c1	x	-0.9	x	x	104.0	89.4	-7.0	x	106.6

2 compounds drawn at random from those above:
#	structure	VCAM1 TNFa inh	PTK2B oligo ant	HUVEC tox TNFa	HUVEC tox IL1B	H69AR inhibit	HUVEC prolif 384	Smad3 FoxH1 inh	cytoskel mod	Fibroblast inh
46	Cn1cc(C(=O)NC2CCCCCCC2)c(=O)c2cc(S(=O)(=O)N3CCCC3)ccc21	x	-1.1	x	x	32.3*	51.6	8.9	x	49.4*
43	CC1(C(=O)Nc2nccs2)Cc2ccccc2C(=O)O1 (stereo not drawn)	-9.6	-0.3	-11.7	3.8	94.4	96.1	-1.1	4.3	101.7

Additional entries follow:
#	structure	VCAM1 TNFa inh	PTK2B oligo ant	HUVEC tox TNFa	HUVEC tox IL1B	H69AR inhibit	HUVEC prolif 384	Smad3 FoxH1 inh	cytoskel mod	Fibroblast inh
49	CCN(CC)c1ccc(C2Nc3cccc4cccc(c34)N2)c(O)c1	33.6	-1.58	-34.6	-58.6	19.2*	73.6	3.4	29.9	96.8
50	COCCNC(=O)Cc1ccc(Br)cc1	x	0.34	x	x	77.8	90.8	4.2	x	100.5
51	CCOc1cc(C(N)=O)cc(Br)c1OC	-26.4	-1.32	9.6	34.7	98.6	90.1	0.6	-9.7	102.3
52	CCCN1C2CCCC1CC(NC(=O)Nc1cccc(C(C)=O)c1)C2 (stereo not drawn)	18.7	0.51	-24.8	-13.4	98.2	92.1	2.7	6.3	99.9
53	CCCCOc1ccc(-c2nnn(CC(=O)NCc3ccco3)n2)cc1	10.1	-1.05	-1.4	-16.1	29.1*	56.9	0.8	-15.7	51.8
